Screening results: PubChem, Southern Research Specialized Biocontainment Screening Center
tuberculosis growth: growth inhibition of non-replicating M. tuberculosis (AID 488890); Mycobacterium tuberculosis non-replicating, growth inhibition; higher % means a stronger effect; inhibition, % at 25 µM; hits with a dose series show IC50 in µM; 320,000 compounds, 0.39% hits; in the data active = a potency from the dose series; inconclusive = inhibition mostly from about 82% at the one dose, without a potency; inactive = the rest, 99 in 100 with inhibition below about 76%;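 note: plate controls were DMSO cells for no effect and high antibiotic wells for full effect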
influenza NS1A: H1N1 influenza NS1A inhibitors, functional cell based assay (AID 504329) | NS1A functional cell-based assay, percent inhibition; higher % means a stronger effect | inhibition, % at 12.5 µM, or IC50 in µM where a hit was titrated | 340,000 compounds, 0.3% hits; in the data active = a potency from the dose series; inconclusive = inhibition above about 27% without an active follow-up result; note: strong numbers were not always called active
VEEV TC-83 Vero: inhibitors of VEEV TC-83 cytopathic effect, confirmation, Vero cells (AID 588727) | 350,000 compounds, 0.13% hits | Vero cells, VEEV TC-83 cytopathic effect inhibition; higher % means a stronger effect | one-dose inhibition, % at 20 µM; IC50 in µM for titrated hits; in the data active = a potency from the dose series; inconclusive = inhibition mostly from about 14% at the one dose, without a potency; inactive = the rest, 99 in 100 with inhibition below about 12%; note: strong numbers were not always called active
Salmonella PhoP GFP: PhoP regulon inhibitors, Salmonella typhi PhoP promoter GFP reporter, confirmatory (AID 1850) | 310,000 compounds, 0.33% hits | inhibition, % at 50 µM; hits with a dose series show IC50 in µM | Salmonella Typhi PhoP-promoter GFP reporter, fluorescence, 4 h; higher % means a stronger effect; in the data active = a potency from the dose series; inconclusive = inhibition mostly from about 25% at the one dose, without a potency; inactive = the rest, 99 in 100 with inhibition below about 19%;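 note: 0% = induced wells with vehicle and 100% = uninduced wells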
M. tuberculosis HTS: M. tuberculosis growth inhibition, HTS (AID 449762) | M. tuberculosis H37Rv growth inhibition, 7H9 media; higher % means a stronger effect | one-dose inhibition, % at 25 µM; IC50 in µM for titrated hits | 330,000 compounds, 0.59% hits; in the data active = a potency from the dose series; inconclusive = inhibition above about 70% without an active follow-up result;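 note: bacterial growth assessed after seven days of incubation; strong numbers were not always called active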
VEEV TC-83 Vero 10K pilot screen: second read-out of VEEV TC-83 Vero, no call of its own (marks repeat the call); inhibition, %; measured here: 10K pilot screen inhibition
Starred values were filed as active, the others as inactive; i = inactive; ? = inconclusive; nt = not tested or not shown; & = joins results of further samples. Rows are unselected; about 1.5% have a hit in one of these screens.

SMILES | tuberculosis growth | influenza NS1A | VEEV TC-83 Vero | Salmonella PhoP GFP | M. tuberculosis HTS | others
CC(=O)c1cc2c(cc1NC(=O)CSc1ccc(S(=O)(=O)N(C)C)cn1)OCO2 | 15% | -10% | 4.5% | nt | -6%
CN(C)S(=O)(=O)c1cc(C(=O)NCC2CCCO2)c(Cl)cc1Cl (stereo not given) | -3% | 1% | 1.6% | -11% | -3%
Cc1cccc(N(CC(=O)NC2CCCC2)C(=O)CCC(=O)Nc2nc(C)cs2)c1 | 21% | 8% | 5.0% | 11% | 1%
O=c1cc2ncc(-n3cc([N+](=O)[O-])cn3)cn2[nH]1 | 10% | 12% | 0.3% | -39% | 11%
CN(C)C(=O)CN1CCN(Cc2nc(CC3CC3)no2)CC1 | -17% | 11% | 6.8% | -7% | -4%
O=C(NCCC1CCCCN1S(=O)(=O)c1ccc(Cl)cc1)C(=O)NCc1ccncc1 (stereo not given) | 7% | -5% | 8.1% | -8% | 8%
CCOc1ccc(CC(=O)Nc2sc(Cc3ccccc3)c(C)c2C(N)=O)cc1OCC | 19% | -1% | 2.3% | 2% | -9% | VEEV TC-83 Vero 10K pilot screen=2.1
COc1ccc(OC)c(CN(CCCN2CCOCC2)S(=O)(=O)c2ccc(NC(C)=O)cc2)c1 | -11% | 1% | 4.3% | 0%&-1% | -2%
Cc1cccc2c1cnn2C(=O)CCC(=O)N1CC(C)CC(C)C1 (stereo not given) | 2% | -10% | 2.0% | 5% | 2%
CC(C)(C)N1CC(C(=O)c2ccccc2)C1c1ccccc1 (stereo not given) | nt | 1% | i | nt | nt
Cc1cc(Nc2ccccc2)c2c([N+](=O)[O-])cc(C)c(C)c2n1 | 3% | 17% | 6.8% | 5% | 6%
CCN(CC)C(=O)c1sc(NC(=O)c2cc(-c3ccc(C)s3)nc3ccccc23)c(C(=O)OC)c1C | 7% | -28% | 11% | -21% | -3%
O=C(Nc1ccccc1)C1=C[C@@H](C2CC2)C[C@@H](OCCCCO)O1 | -6% | 5% | 0.1% | -6% | -4%
CCN(CC)CC(O)CN(c1ccccc1)S(=O)(=O)c1ccc2ccccc2c1 (stereo not given) | 43% | -1% | i | 6% | -3%
NNc1nc2cc3c(cc2s1)OCCO3 | -10% | 8% | 0.3% | 8% | 1%
O=C(CCS(=O)(=O)c1ccc(Br)cc1)N1CCN(Cc2ccccc2)CC1 | 6% | 5% | 0.1% | 3% | -8%
CCOn1c(=O)c(-c2cccs2)[n+]([O-])c2ccccc21 | ? | 10% | 1.6% | -1% | 0%
CCCCc1ccc(N/C(N)=N/c2nc(C)cc(C)n2)cc1 | ? | nt | 23% | 78µM* | ?
CCCS(=O)(=O)N1CCCC(C(=O)NCCc2ccc(Cl)cc2)C1 (stereo not given) | -5% | 4% | 1.0% | 2% | -6%
O=C1c2ccccc2C(=O)N1CCCc1nc(-c2ccccn2)no1 | -22% | 1% | 1.5% | 1% | 3%

Random excerpt: four compounds from above, in no set order.
SMILES | tuberculosis growth | influenza NS1A | VEEV TC-83 Vero | Salmonella PhoP GFP | M. tuberculosis HTS | others
CCCS(=O)(=O)N1CCCC(C(=O)NCCc2ccc(Cl)cc2)C1 (stereo not given) | -5% | 4% | 1.0% | 2% | -6%
COc1ccc(OC)c(CN(CCCN2CCOCC2)S(=O)(=O)c2ccc(NC(C)=O)cc2)c1 | -11% | 1% | 4.3% | 0%&-1% | -2%
Cc1cc(Nc2ccccc2)c2c([N+](=O)[O-])cc(C)c(C)c2n1 | 3% | 17% | 6.8% | 5% | 6%
O=C1c2ccccc2C(=O)N1CCCc1nc(-c2ccccn2)no1 | -22% | 1% | 1.5% | 1% | 3%

New compounds follow.
SMILES | tuberculosis growth | influenza NS1A | VEEV TC-83 Vero | Salmonella PhoP GFP | M. tuberculosis HTS | others
COc1ccc(CNC(=O)CCCC2=NS(=O)(=O)c3ccccc3N2)cc1 | -4% | 9% | i | -16% | 5%
CC(=N)c1c(O)c2ccccc2oc1=O | nt | -6% | 1.2% | 7% | -5%
CCC(C(=O)Nc1c[nH]c(=O)[nH]c1=O)c1ccccc1 (stereo not given) | -6% | 6% | 1.4% | -10% | -1%
Cc1cccc(N(CC(O)CN2CCOCC2)S(=O)(=O)c2ccccc2)c1 (stereo not given) | -11% | 2% | i | 4% | -4%
CC(C)Nc1nc(NC(C)C)nc(SCC(N)=O)n1 | -22% | -10% | 2.6% | 6% | -16%
CCn1c(SCC(=O)Nc2nccs2)nnc1-c1ccc(C)cc1 | 60% | -3% | 2.9% | -13% | 1%
CC1CCCN(C(=O)c2cccc(S(=O)(=O)N3CCCc4ccccc43)c2)C1 (stereo not given) | 11% | 0% | 0.9% | 4% | 5%
C/C(=N\NC(=O)c1ccccc1O)C1C(=O)c2ccccc2C1=O | 0.64µM* | 4% | i | 22% | 2%
O=[N+]([O-])/C=C1\NCCN1Cc1ccc(Cl)nc1 | -3%&11% | 2%&-1% | 0.9% | 6%&-12% | -5%&-2%
COC(=O)c1cc(=O)n(Cc2ccc(OC)cc2)c(=NCc2ccc(OC)cc2)s1 | -20% | -1% | 1.9% | 3% | 2%
Cc1[nH]c2nc3ccccc3n2c(=O)c1CCC(C)C | 31% | 0% | 0.4% | 5% | 1%
Cc1cc(N2CCC(C)CC2)nc(NCc2ccccc2)n1 | i | 6% | i | 40µM* | ?
CC1CCCN(C(=O)COc2ccc(NC(=O)c3cccs3)cc2)C1 (stereo not given) | 1% | 11% | 1.4% | -4% | 6%
CC(NC(=O)c1ccccc1NC(=O)c1ccco1)c1ccccc1 (stereo not given) | 1% | 22% | 0.4% | -13% | -6%
OC1(c2cccnc2)CCN(Cc2nnnn2C2CCCCC2)CC1 | -9% | -124% | 0.1% | -1% | 0%
Cc1ccc(-n2nc(C)c3c(C)onc3c2=O)cc1 | 5% | -5% | 0.8% | -9% | 13%
COc1ccc(CCN(C)C(=O)CSc2nnc(-c3ccco3)o2)cc1OC | -7% | -9% | 1.6% | -13% | -16%
CN(C)C(=O)c1ccc(-n2cccn2)nc1 | -13% | -1% | 1.8% | 4% | -8% | VEEV TC-83 Vero 10K pilot screen=0.7
CCC(C)CN1CCC(CO)(Cc2ccccc2Cl)CC1 (stereo not given) | 8% | -5% | 0.3% | -17% | 9%
COc1ccc(N2C(=O)NC(=O)/C(=C\c3ccc([N+](=O)[O-])s3)C2=O)cc1 | ? | 12% | 2.7% | 10% | -8% | VEEV TC-83 Vero 10K pilot screen=1.0

In the list so far, these have a furan ring, fused or not.
SMILES | tuberculosis growth | influenza NS1A | VEEV TC-83 Vero | Salmonella PhoP GFP | M. tuberculosis HTS | others
CC(NC(=O)c1ccccc1NC(=O)c1ccco1)c1ccccc1 (stereo not given) | 1% | 22% | 0.4% | -13% | -6%
COc1ccc(CCN(C)C(=O)CSc2nnc(-c3ccco3)o2)cc1OC | -7% | -9% | 1.6% | -13% | -16%

New compounds follow:
SMILES | tuberculosis growth | influenza NS1A | VEEV TC-83 Vero | Salmonella PhoP GFP | M. tuberculosis HTS | others
O=C(COC(=O)c1ccccc1[N+](=O)[O-])c1ccc(C2CCCCC2)cc1 | 65% | 6% | 0.4% | 5% | -3%
Cc1ccccc1-n1c(C)nc2sccc2c1=O | -13% | 9% | 5.0% | -7% | -7%
CC(C)C(C)NC(=O)CN1C(=O)NC(C)(c2ccc3ccccc3c2)C1=O (stereo not given) | -4% | -4% | i | -7% | 5%
CC(Oc1ccc(C#N)cc1)C(=O)NC1CCCC1 (stereo not given) | 7% | -7% | 0.2% | nt | -4%
CCN(CC(=O)Nc1ccccc1C(F)(F)F)C(=O)c1cc(S(=O)(=O)N(C)C)ccc1N1CCCC1 | 40% | -6% | 6.0% | -6% | -9%
COc1cc(NS(=O)(=O)c2ccc(N=Cc3c(C)[nH]n(-c4ccccc4)c3=O)cc2)nc(OC)n1 | 70% | -8% | 1.1% | 22% | 3%
CC(=O)Nc1ccc(S(=O)(=O)NCCc2cc3ccc(C)c(C)c3[nH]c2=O)cc1 | 9% | -9% | 0.2% | -5% | -11%
Cc1cccc(NC(=O)CSc2nnc(-c3ccc(S(=O)(=O)N4CCOCC4)cc3)n2C)c1 | 3% | 7% | 0.8% | 8% | -9%
O=C(CCCc1ccccc1)NCCCN1CCOCC1 | 9% | 1% | i | -4% | 9%
N#CCOC(=O)[C@H](Cc1c[nH]c2ccccc12)NS(=O)(=O)c1ccc(Cl)cc1 | -1% | -2% | 1.2% | -6% | 5%
Cc1ccc(CNc2ncnc3[nH]ncc23)cc1 | nt | 1% | 4.0% | nt | nt
Cc1no[n+]([O-])c1COc1cccc(/C=N/Nc2nncn2N)c1 | 80% | 16% | 2.2% | 10% | -7%
O=C(CN1C(=O)NC2(CCCCCC2)C1=O)Nc1ccc2c(c1)CCC2 | 0% | -12% | 5.5% | 2% | -1%
CCN(CC)C(=O)C1CCCN(c2ccc([N+](=O)[O-])cc2[N+](=O)[O-])C1 (stereo not given) | -1% | -4% | 10% | -13% | 1%
O=C(c1cc(-c2cccnc2)nc2ccccc12)N1CCC2(CC1)OCCO2 | -8% | 7% | i | 12% | 1% | VEEV TC-83 Vero 10K pilot screen=5.0
CCn1c2ccccc2c2cc(NC(=O)C/C(C)=N/NC(=O)c3ccccc3N)ccc21 | 1% | -1% | 2.1% | -10% | -6%
CCCCN1C2CCCC1CC(NC(=O)c1cccc(OC)c1)C2 (stereo not given) | 11% | -3% | i | -6% | 6%
COc1ccc(CNC(=O)C2=C(C)C(=O)OC23CCC(C)CC3)cc1 (stereo not given) | 18% | 1% | 4.2% | -4% | 0%
Cc1cc(C)c2c(n1)nn1c(NCCCN(C)C)cc(C)nc21 | -1% | 0% | i | -7% | -5%
CN(C(=O)c1ccc2nccnc2c1)C1CCCCC1 | -7% | 9% | 0.6% | -2% | -2%
COc1ccc(/C(C)=N/Nc2nc3ccccc3nc2C)cc1 | nt | -9% | 1.7% | 9% | 4%
CCOc1ncccc1C(=O)N(CC)CC(=O)Nc1ccc(NC(C)=O)cc1 | 3% | -9% | 7.2% | 4% | -8%
CN1CCc2c(sc(N)c2C(=O)c2ccc(Cl)cc2)C1 | 21% | 6% | i | -9% | 4%
COc1ccc(C2=NN(C(=O)CSc3ncccn3)C(c3ccc(C)cc3)C2)cc1 (stereo not given) | 29% | -1% | 7.3% | -4% | 6%
O=C1CCC(C(=O)Nc2cccc(Oc3ccccc3)c2)=NN1 | 37% | -5% | i | 0% | 6%
CCOc1nc(Oc2cccc(C(=O)O)c2)nc(Oc2cccc(C(=O)O)c2)n1 | -12% | -5% | 0.8% | -1% | 3%
CC(C)(C)c1ccc2c(c1)N(CC(=O)N1CCCC1)C(=O)CO2 | 23% | 19% | 0.1% | -4% | 5%
O=C1N/C(=C\c2ccccc2)c2ccccc21 | -5% | -10% | 4.5% | -1% | -6%
COc1ccc(C(=O)N2CCC(C(=O)NCc3ccccn3)CC2)cc1 | 14% | 3% | 1.5% | 2% | 1% | VEEV TC-83 Vero 10K pilot screen=2.0
CC(CN1c2ccccc2Sc2ccccc21)N(C)C (stereo not given) | 18% | 4% | 3.3% | 4%&15% | 33%
Cc1occc1C(=O)Nc1ccc(S(=O)(=O)N2CCCC2)cc1 | nt | -12% | 2.4% | 1% | nt
N=c1ccn(Cc2c(Cl)cccc2Cl)cc1 | 9% | -2% | 0.4% | 4% | -4%
CC(C)C[C@@H](CNCC(=O)[C@H](Cc1c[nH]c2ccccc12)NC(=O)c1[nH]cnc1C(=O)N[C@@H](C)CN)NC(=O)c1nc[nH]c1C(=O)N[C@@H](C)C(=O)O | nt | -1% | i | nt | nt
Cc1c(NC(=O)CSc2n[nH]c(-c3ccccc3)n2)c(=O)n(-c2ccccc2)n1C | -8% | 25% | 3.7% | -7% | -9%
COCC(C)n1c(SCC(=O)NC(=O)Nc2ccc3c(c2)OCCO3)nc2ccccc2c1=O (stereo not given) | 17% | -3% | 0.2% | -1% | 1%
CCn1c(Cc2c(C)[nH]c3ccccc23)n[nH]c1=S | 5% | -9% | 5.4% | -1% | 2%
CCC(C)c1ccc(OCC(=O)NNC(=O)C2CCCCC2)cc1 (stereo not given) | 62% | 5% | 1.3% | 0% | -8%
CC1([N+](=O)[O-])COP(=O)(Nc2ccccc2F)OC1 (stereo not given) | nt | 3% | 0.5% | nt | nt
COc1ccccc1N1C(=O)N(CC(=O)C(C)(C)C)c2ccccc2S1(=O)=O | -1% | -4% | 0.5% | 1% | 3%
CC1=NNC(=O)C1Oc1ccccc1 (stereo not given) | 4% | -1% | 2.6% | 2% | 1%
O=c1c2ccccc2nc(-c2ccc(Cl)c(Cl)c2)n1O | ? | -43% | ? | -5% | ?
